# Compound activity as filed in PubChem BioAssay.
# S1P3 antag: S1P3 (human) receptor antagonism | inhibition, % at 4.98 µM | 170,000 tested, 0.27% active | Q99500 | CHO S1P3 NFAT-BLA reporter, FRET fluorescence, antagonist mode;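 active means inhibition above the plate cutoff, the mean inhibition of test wells on that plate plus 3 SD, cut at about 28% in these data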;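 further: cells challenged with S1P at its EC80 of 0.8 µM; blue over green emission ratio from cleaved BLA substrate after 4 h stimulation; 0% = S1P-stimulated wells and 100% = unstimulated DMSO-only wells; some compounds past the cut are filed as inactive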
# Efa HMGR inh: E. faecalis class II HMG-CoA reductase inhibition | inhibition, % at 10 µM | purified E. faecalis HMGR, NADPH absorbance 340 nm kinetic | 190,000 tested, 0.41% active;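 active means inhibition above a set limit, the median over all tested compounds plus 3 SD, cut at about 9.5% in these data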;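 further: enzyme runs in reverse so mevalonate oxidation gives rising NADPH absorbance; 0% = complete reaction with DMSO and 100% = background rate lacking mevalonate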
# PMI act hi M6P: activators of human phosphomannose isomerase at near-saturating mannose 6-phosphate | P34949 | coupled PMI enzyme assay, resazurin fluorescence, 20 min; active compounds read high; 1 = untreated enzyme, 0 = substrate-free blank | activation factor at 20 µM | 190,000 tested, 0.34% active | AID 1216;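 active means activation factor of 2 or more at 20 µM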
# Target sequence (P34949 whole entry, looked up): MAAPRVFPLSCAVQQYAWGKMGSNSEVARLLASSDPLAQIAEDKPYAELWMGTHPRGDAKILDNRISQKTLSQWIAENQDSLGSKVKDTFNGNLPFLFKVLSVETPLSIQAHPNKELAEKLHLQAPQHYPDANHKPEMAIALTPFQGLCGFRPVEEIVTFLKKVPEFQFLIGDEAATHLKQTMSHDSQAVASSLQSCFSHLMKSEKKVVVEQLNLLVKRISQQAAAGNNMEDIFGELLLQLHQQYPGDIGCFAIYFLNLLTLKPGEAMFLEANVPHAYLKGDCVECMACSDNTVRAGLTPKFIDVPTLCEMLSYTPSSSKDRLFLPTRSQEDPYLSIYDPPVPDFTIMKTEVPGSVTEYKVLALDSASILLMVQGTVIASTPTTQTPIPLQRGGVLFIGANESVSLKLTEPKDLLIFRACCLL
#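 Material: human phosphomannose isomerase with PGI, G6PDH, diaphorase coupling enzymes. Quantity: 15 ng/mL PMI. Medium: HEPES pH 7.4 buffer with MgCl2 and Tween-20. Reagent: Near-saturating mannose-6-phosphate, 1.0 mM. Compound: 20 µM single dose. Times: enzyme reaction with compound 20 min at room temperature. Detection: resorufin fluorescence at Ex 544/Em 590 nm.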
# Lmaj promast: inhibitors of Leishmania major promastigote growth. Leishmania major promastigotes, resazurin fluorescence viability. inhibition, % at 10 µM. 200,000 tested, 9% active. AID 1063; in the data active means inhibition above about 50%;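 further: promastigotes grown with compound for 44 hours at 28 °C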
# RAM inhibit: blocks the yeast RAM network | 190,000 tested, 1.8% active | S. cerevisiae dse1pr::URA3 reporter, 5-FOA growth OD615, 2 d; analog-sensitive cbk1-as2 kinase mutant strain | inhibition, % at 50 µM;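 active means inhibition above a set limit, 3 SD over mean compound inhibition, cut at about 8.4% in these data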;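 further: 0% = DMSO-only wells with no growth and 100% = 10 µM 1-NA-PP1 full growth; inhibition rescues growth on 5-FOA so higher OD means more RAM inhibition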
# Hsp70 activator: Hsp70 transcriptional activation, primary screen; AID 1203; 200,000 tested, 0.04% active; activation, % at 10 µM; HeLa Hsp70 promoter luciferase reporter, luminescence; scaled: vehicle 0, proteasome-inhibitor control 100%;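 active means activation above the mean across all tested compounds plus 3 SD, cutoff set per campaign, cut at about 5.5% in these data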;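 further: 100% = MG132 at 30 µM as the positive control and 0% = DMSO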
# TNAP inh no acc: inhibitors of human TNAP without phosphate acceptor; 200,000 tested, 0.26% active; purified TNAP, CDP-star luminescence, 30 min; inhibition, % at 20 µM;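 active means tissue-nonspecific alkaline phosphatase inhibition above about 50% at 20 µM in the single-dose screen, limit read from the data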;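 further: 0% = DMSO negative control and 100% = EDTA positive control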
# Target sequence (P05186 whole entry, looked up): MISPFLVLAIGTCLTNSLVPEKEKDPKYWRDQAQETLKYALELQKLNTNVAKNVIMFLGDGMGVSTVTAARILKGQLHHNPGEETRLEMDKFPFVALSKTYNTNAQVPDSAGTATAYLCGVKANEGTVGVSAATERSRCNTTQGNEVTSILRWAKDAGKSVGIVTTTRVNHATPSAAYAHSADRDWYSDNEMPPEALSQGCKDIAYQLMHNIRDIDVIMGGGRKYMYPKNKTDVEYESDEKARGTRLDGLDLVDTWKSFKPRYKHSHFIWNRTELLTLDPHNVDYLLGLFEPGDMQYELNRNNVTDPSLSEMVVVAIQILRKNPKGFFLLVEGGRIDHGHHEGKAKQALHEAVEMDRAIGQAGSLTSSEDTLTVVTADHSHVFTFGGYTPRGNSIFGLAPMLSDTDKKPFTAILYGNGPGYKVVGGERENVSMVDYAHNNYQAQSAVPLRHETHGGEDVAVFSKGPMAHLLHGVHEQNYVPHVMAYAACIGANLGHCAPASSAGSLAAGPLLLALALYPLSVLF
# TNAP inh hi DEA: inhibitors of human TNAP at high phosphate acceptor concentration; P05186; purified TNAP, CDP-star luminescence, 1 M DEA; inhibition, % at 20 µM; 200,000 tested, 0.03% active; AID 1135;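 active means over 50% inhibition of tissue-nonspecific alkaline phosphatase at 20 µM in the single-dose screen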;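 further: plate controls were DMSO wells for no effect and EDTA-quenched wells as full inhibition for full effect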
# PMI activator: increases human mannose-6-phosphate isomerase activity. P34949. purified human PMI, coupled resazurin fluorescence, 20 min; active compounds read high; 1 = vehicle control, 0 substrate-free wells. activation factor at 20 µM. 190,000 tested, 0.005% active;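 active means activation factor of 2 or more at 20 µM, relative to plate controls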
# Redox H2O2 prof: compounds producing H2O2 with reducing agent – biochemical, NIH compound library profiling, artefact control for MLSCN library redox annotation, primary screen; activation, % at 10 µM; DTT-dependent redox cycling H2O2, phenol red/HRP absorbance; 100% = 100 µM peroxide control, 0% = buffer; 200,000 tested, 0.03% active;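 active means activation of at least 50% relative to the plate's high and low controls in the primary single-dose screen; inactive means activation below 50%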;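 further: compound incubated with DTT at 0.8 mM final as the reducing agent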
# * = called active by the depositor; · = no result given.
SMILES,S1P3 antag,Efa HMGR inh,PMI act hi M6P,Lmaj promast,RAM inhibit,Hsp70 activator,TNAP inh no acc,TNAP inh hi DEA,PMI activator,Redox H2O2 prof
Cc1cccc(NC(=S)NC(=O)c2ccco2)n1,-9,1,0.9,-6,0.1,-0.2,-16,3,0.9,0.0
CSCCC(NS(=O)(=O)c1ccc(Cl)cc1)C(=O)O (centres undefined),-10,1,1,-4,0.3,-0.3,-6,-2,1.1,0.3
Cc1nc2ccccc2c2nc(NC(=O)C(F)(F)F)nn12,-14,-2,1.1,-6,1.8,-0.5,-8,-6,1.1,-1.3
S=C(NCCCn1ccnc1)Nc1ccc(Cl)cc1Cl,-10,-1,1,18,2.5,-0.1,0,-1,0.9,-0.6
COc1ccc(NS(=O)(=O)c2cc(S(C)(=O)=O)ccc2C)cc1,3,6,0.8,49,-0.4,0.0,-11,-1,0.9,0.0
CN(CCCNC(=O)CSc1cc(=O)n(C)c2ccc(Cl)cc12)Cc1ccccc1,4,-2,0.9,58*,0.1,0.4,2,0,0.9,-1.5
Cc1onc(-c2ccccc2)c1C(=O)c1c[nH]c(C(=O)NCc2ccncc2)c1,6,-5,1,-6,-0.5,-0.4,-125,-3,1.1,-0.3
CC(C)CN(CC(C)C)S(=O)(=O)N1CCC(C(=O)NC2CCCCCCC2)CC1,-7,1,1,5,4.0,-0.3,-6,1,1,-2.0
Cc1nc(SCCOc2ccc(F)cc2)c2ccccc2n1,-22,-11,1,7,2.1,-0.4,-6,-2,0.9,-1.2
Cc1ccc(C(=O)OC2CCCN(C)C2)cc1 (centres undefined),-6,-4,1,-6,0.5,-0.3,-10,-3,1.1,-1.3
CN1CCN(S(=O)(=O)c2ccc3c(c2)NC(=O)C2CCCN32)CC1 (centres undefined),·,3,1,0,0.5,-0.4,-15,-7,1,-0.8
COc1ccc(OCC(O)CON2C(=O)c3ccccc3C2=O)cc1 (centres undefined),·,-1,0.9,-2,-0.3,-0.3,-6,-8,1,0.1
CC1C(=O)CC(c2ccccc2)NC1c1ccccc1 (centres undefined),·,0,1,-2,0.9,0.0,-14,0,1,0.1
COc1ccccc1N1CCN(/N=C/C=C\c2ccccc2[N+](=O)[O-])CC1,12,-3,0.8,-6,0.9,0.8,1,5,0.9,-0.7
CC(=O)N1CCC[C@H]1C(=O)O,-24,-2,1.1,-6,0.4,-0.1,-14,-5,1.1,-1.5
CCc1cccc(CC)c1NC(=O)CN1CCN(c2ccccc2)CC1,5,-2,1,11,1.9,0.2,-4,-3,0.9,0.4
COC(=O)c1ccc(NC(=O)c2ccccc2N(C)S(=O)(=O)c2ccccc2)cc1,·,1,1.1,4,7.7,0.0,-11,-25,1.1,0.3
O=C(CSc1ccc(Br)c2cccc(Cl)c12)Nc1ccc(S(=O)(=O)Nc2nccs2)cc1,-8,-1,0.9,3,5.0,0.0,-9,-6,0.9,-0.1
CC1=CC(C)C2(CO)COC(c3ccc(O)cc3)C1C2C (centres undefined),-9,-3,1,6,0.0,0.2,-2,0,1,-0.3
O=C(Nc1cccc(Cl)c1)c1ccc2c(c1)SC1=NS(=O)(=O)CCN12,-9,-9,1,9,1.3,-0.2,-4,-1,1,-0.1

# In another format: entries from further up
smiles | S1P3 antag | Efa HMGR inh | PMI act hi M6P | Lmaj promast | RAM inhibit | Hsp70 activator | TNAP inh no acc | TNAP inh hi DEA | PMI activator | Redox H2O2 prof
Cc1ccc(C(=O)OC2CCCN(C)C2)cc1 (centres undefined) | -6 | -4 | 1 | -6 | 0.5 | -0.3 | -10 | -3 | 1.1 | -1.3
CN1CCN(S(=O)(=O)c2ccc3c(c2)NC(=O)C2CCCN32)CC1 (centres undefined) | · | 3 | 1 | 0 | 0.5 | -0.4 | -15 | -7 | 1 | -0.8
COc1ccc(OCC(O)CON2C(=O)c3ccccc3C2=O)cc1 (centres undefined) | · | -1 | 0.9 | -2 | -0.3 | -0.3 | -6 | -8 | 1 | 0.1
CC1C(=O)CC(c2ccccc2)NC1c1ccccc1 (centres undefined) | · | 0 | 1 | -2 | 0.9 | 0.0 | -14 | 0 | 1 | 0.1
COc1ccccc1N1CCN(/N=C/C=C\c2ccccc2[N+](=O)[O-])CC1 | 12 | -3 | 0.8 | -6 | 0.9 | 0.8 | 1 | 5 | 0.9 | -0.7
CC(=O)N1CCC[C@H]1C(=O)O | -24 | -2 | 1.1 | -6 | 0.4 | -0.1 | -14 | -5 | 1.1 | -1.5
CCc1cccc(CC)c1NC(=O)CN1CCN(c2ccccc2)CC1 | 5 | -2 | 1 | 11 | 1.9 | 0.2 | -4 | -3 | 0.9 | 0.4
COC(=O)c1ccc(NC(=O)c2ccccc2N(C)S(=O)(=O)c2ccccc2)cc1 | · | 1 | 1.1 | 4 | 7.7 | 0.0 | -11 | -25 | 1.1 | 0.3
O=C(CSc1ccc(Br)c2cccc(Cl)c12)Nc1ccc(S(=O)(=O)Nc2nccs2)cc1 | -8 | -1 | 0.9 | 3 | 5.0 | 0.0 | -9 | -6 | 0.9 | -0.1
CC1=CC(C)C2(CO)COC(c3ccc(O)cc3)C1C2C (centres undefined) | -9 | -3 | 1 | 6 | 0.0 | 0.2 | -2 | 0 | 1 | -0.3
O=C(Nc1cccc(Cl)c1)c1ccc2c(c1)SC1=NS(=O)(=O)CCN12 | -9 | -9 | 1 | 9 | 1.3 | -0.2 | -4 | -1 | 1 | -0.1

# (listing goes on)
SMILES,S1P3 antag,Efa HMGR inh,PMI act hi M6P,Lmaj promast,RAM inhibit,Hsp70 activator,TNAP inh no acc,TNAP inh hi DEA,PMI activator,Redox H2O2 prof
CC(=O)N1CCN(Cc2ccc(Br)s2)CC1,13,-8,1,-5,2.0,-0.3,-8,-4,1,-0.5
O=c1[nH]cnc2c1c(-c1ccccc1)cn2-c1ccc(F)cc1,7,-2,1,4,-0.1,-0.3,-1,-6,0.7,0.4
O=C1CC(c2ccccc2)CC(O)=C1C=Nc1ccc(O)cc1 (centres undefined),-12,-1,0.7,0,2.7,-0.3,-1,-7,0.8,-0.4
CN(CCOC(=O)/C=C/c1ccco1)Cc1ccccc1,-6,0,1.2,-4,1.5,0.0,-7,0,1.1,0.2
c1ccc(Cn2cnc3ccccc32)cc1,·,1,0.9,11,-0.8,-0.3,-19,-2,1,1.5
O=C(Cc1cccs1)N1CCCC(c2nc3c(nnn3Cc3ccccc3Cl)c(=O)[nH]2)C1 (centres undefined),-11,-1,1,-3,2.8,-0.2,-7,-1,0.9,1.9
CC(C)COc1ccc(C(=O)Nc2ccc([N+](=O)[O-])cc2)cc1,-4,-1,1,2,2.2,0.6,2,3,1.1,-1.9
CN1CCC(NC(=O)Nc2cccc(C(F)(F)F)c2)CC1,-12,-1,0.9,2,1.0,-0.1,-12,-6,0.9,0.9
CC(NC(=O)c1cccs1)C(c1cccs1)N1CCOCC1 (centres undefined),4,-1,1.2,-4,0.6,-0.2,-7,-3,1.1,-0.9
CSc1ncccc1C(=O)N1CCCC(C(=O)c2cc(F)ccc2F)C1 (centres undefined),-3,1,1,3,0.2,-0.1,-4,-2,1,-1.1
CCCOC(=O)c1ccc(NC(=O)C2C3C=CC(O3)C2C(=O)O)cc1 (centres undefined),3,-6,1.2,-9,0.6,-0.2,-18,-7,1.1,-1.0
CC1NC(=S)N(C2CCCCC2)C1=O (centres undefined),-1,2,1.1,-4,0.7,-0.3,-17,-2,1.2,0.5
N#CC1(NC(=O)COc2ccc3oc4ccccc4c3c2)CCCCC1,7,-4,1,0,1.4,-0.3,0,0,0.9,-0.2
CCCn1c(=O)n(C)c(=O)c2c(SCC(=O)NC34CC5CC(CC(C5)C3)C4)nc(CC(C)C)nc21,-3,-3,0.9,39,3.0,-0.1,2,3,0.8,1.7
O=C(O)c1cc2ncc(-c3[nH]ncc3[N+](=O)[O-])cn2n1,-27,-1,0.9,-1,0.7,-0.1,-17,0,1.1,-0.7
O=C(O)CCc1nn2cnc3sc4c(c3c2nc1=O)CCCC4,·,-1,1,0,2.4,0.0,-14,-6,1,0.3
COCCCNC(=O)CN1CCN(Cc2ccc(Cl)cc2)C1=O,·,-1,1.1,-7,0.3,-0.5,-13,1,1,-2.7
CCn1c(N)c(C(N)=O)sc1=S,6,1,0.9,-7,1.1,0.1,-6,3,0.8,0.0
Nc1ncnc(Nc2ccc(F)cc2)n1,-4,4,0.9,57*,0.1,0.3,-2,-1,0.9,0.1
CC(=O)Nc1ccc(C(=O)OCC(=O)N(C)C2CCCCC2)cc1,-2,-2,1.1,1,4.1,0.0,-15,-4,0.8,0.0
CN1C(=O)CC(c2ccco2)Sc2ccccc21 (centres undefined),-14,-1,0.9,-3,0.2,0.3,-4,-2,0.9,-1.9
Cc1cccc(NC(=S)NC(=O)/C=C/c2ccccc2)n1,-15,-3,1,-7,1.8,0.2,-12,0,1.1,0.9
CCCn1nc(C(=O)N2CCCc3ccccc32)c2ccccc2c1=O,-19,1,1.1,26,5.0,-0.2,-6,1,1,0.3
COc1ccc2c(C)cc(SCn3nnc4ccccc4c3=O)nc2c1,1,-4,1,3,2.1,-0.4,-1,0,0.9,0.5
C=CCNC(=O)c1onc(CCl)c1C(=O)OC,·,-3,0.9,101*,-1.0,-0.2,0,-1,1,-4.9
O=c1oc2ccccc2c(N2CCOCC2)c1[N+](=O)[O-],6,-11,1,-4,2.1,-0.5,-4,-1,1,-0.2
Cc1onc(-c2ccccc2)c1C(=O)Nc1cccnc1,9,-3,1,6,4.5,-0.3,-8,-7,1,3.0
Cc1c(NC(=O)COC(=O)c2cc(-c3ccc(-c4ccccc4)cc3)nc3ccccc23)c(=O)n(-c2ccccc2)n1C,-2,2,1.1,-4,1.8,0.0,-9,2,1,0.8
CC(=O)Nc1ccc(NC(=O)CCC(=O)OCC(=O)c2ccc(C)c([N+](=O)[O-])c2)cc1,-12,-2,1.1,-7,1.4,0.3,-5,2,1.1,-3.5
Cc1occc1C(=O)N1CCN(c2ccc(Cl)c(Cl)c2)CC1,-19,0,1.5,2,1.6,0.4,7,-1,1.3,2.6
